PAFAH1B3 inh – inhibitors of human PAFAH1B3. Q15102. recombinant PAFAH1B3, FP-rhodamine probe, fluorescence polarization. inhibition, % at 3.39 µM. 0.28% of 340,000 active. AID 492972;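 active = inhibition above the screen-wide average of all tested compounds plus 3 SD, cut at about 25% in these data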;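 also: 0% = enzyme with DMSO only and 100% = wells lacking PAFAH1B3 protein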
PAD4 inh – inhibitors of human PAD4; Q9UM07; recombinant PAD4, RCA probe fluorescence polarization; inhibition, % at 6.36 µM; 0.41% of 330,000 active; AID 485272;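 active = percent inhibition above a cutoff equal to the mean of all tested compounds plus 3 SD, cut at about 15% in these data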;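 also: 0% = PAD4 with RCA probe and DMSO and 100% = probe without PAD4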
LYPLA1 counter – blocks human lysophospholipase 1, a PME1 counter-screen | 0.16% of 320,000 active | inhibition, % at 5.9 µM | recombinant LYPLA1, FP-Rh probe fluorescence polarization | O75608 | AID 2174;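 active = inhibition above the mean of all tested compounds plus 3 SD, set per campaign, cut at about 14% in these data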;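 also: inhibitors block serine hydrolase probe labeling of LYPLA1 so polarization falls; 0% = enzyme with DMSO and 100% = wells lacking LYPLA1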
PAFAH2 FP inh – inhibitors of human PAFAH2. recombinant PAFAH2, FP-rhodamine activity probe, fluorescence polarization. Q99487. 0.99% of 340,000 active. inhibition, % at 3.39 µM. AID 492956;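 active = inhibition above the mean over all tested compounds plus 3 SD, cut at about 30% in these data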;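 also: inhibitors block probe labeling of enzyme so polarization drops; 0% = enzyme with DMSO and 100% = wells lacking PAFAH2 protein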
pPAFAH FP inh – pPAFAH (human) enzyme inhibition. recombinant pPAFAH, FP-rhodamine probe fluorescence polarization. inhibition, % at 3.39 µM. Q13093. AID 463082. 1.5% of 330,000 active;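 active = inhibition above the mean inhibition across the screen plus 3 SD, cut at about 25% in these data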;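 also: inhibitors block binding of the rhodamine activity-based probe so polarization drops; 0% = enzyme with DMSO and 100% = wells lacking pPAFAH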
Target sequence (Q13093 whole entry, looked up): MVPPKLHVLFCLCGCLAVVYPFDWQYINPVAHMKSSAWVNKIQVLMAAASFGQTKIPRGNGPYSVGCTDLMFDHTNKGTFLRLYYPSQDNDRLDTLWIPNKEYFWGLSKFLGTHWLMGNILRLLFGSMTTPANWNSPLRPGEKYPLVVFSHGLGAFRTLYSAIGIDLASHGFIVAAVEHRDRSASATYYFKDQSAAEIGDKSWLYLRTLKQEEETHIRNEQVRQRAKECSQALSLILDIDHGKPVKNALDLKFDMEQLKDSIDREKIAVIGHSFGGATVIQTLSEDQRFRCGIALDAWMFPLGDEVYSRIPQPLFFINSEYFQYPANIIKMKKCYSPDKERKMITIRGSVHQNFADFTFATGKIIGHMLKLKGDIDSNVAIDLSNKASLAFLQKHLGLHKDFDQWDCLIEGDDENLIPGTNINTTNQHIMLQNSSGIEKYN
PAFAH1B2 FP inh – PAFAH1B2 (human) inhibition | inhibition, % at 3.39 µM | P68402 | recombinant PAFAH1B2, FP-rhodamine activity probe, fluorescence polarization | 1.2% of 340,000 active;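 active = inhibition above the mean of all tested compounds plus 3 SD, cut at about 24% in these data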;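 also: 0% = enzyme with DMSO and 100% = wells lacking PAFAH1B2; many of its hits are not listed in these tables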
Target sequence (P68402 whole entry, looked up): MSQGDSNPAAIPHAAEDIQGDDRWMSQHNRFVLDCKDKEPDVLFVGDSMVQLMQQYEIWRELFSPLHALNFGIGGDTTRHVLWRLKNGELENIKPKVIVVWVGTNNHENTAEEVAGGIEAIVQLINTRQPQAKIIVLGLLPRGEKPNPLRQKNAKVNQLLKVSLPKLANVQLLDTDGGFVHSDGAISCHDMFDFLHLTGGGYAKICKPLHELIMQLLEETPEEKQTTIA
LYPLA2 counter – LYPLA2 (human) inhibition in PME1 counter-screen. O95372. recombinant LYPLA2, FP-Rh probe fluorescence polarization. inhibition, % at 5.9 µM. 0.38% of 320,000 active. AID 2177;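 active = inhibition above the screen-wide mean plus 3 SD, limit set per campaign, cut at about 26% in these data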;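 also: 0% = LYPLA2 with DMSO and 100% = wells lacking LYPLA2 enzyme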
PME-1 inh – blocks human protein phosphatase methylesterase 1; Q9Y570; recombinant PME-1, FP-Rh probe fluorescence polarization; inhibition, % at 5.9 µM; 0.53% of 320,000 active;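 active = inhibition above the campaign mean of all compounds plus 3 SD, cut at about 26% in these data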;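 also: competitive labeling of PME-1 active site by serine hydrolase directed probe; 0% = PME-1 with DMSO and 100% = wells lacking PME-1 enzyme; inhibitors block probe labeling so polarization falls and inhibition rises; many of its hits are not listed in these tables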
GSTO1 counter – counter-screen for RBBP9 inhibitors: inhibitors of human GSTO1. recombinant GSTO1, activity-based probe fluorescence polarization. inhibition, % at 5.96 µM. 1.1% of 300,000 active;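 active = inhibition above the campaign mean inhibition plus 3 SD, cut at about 35% in these data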;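 also: 0% = GSTO1-1 with DMSO and 100% = wells lacking GSTO1-1 enzyme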
Target sequence (P78417 whole entry, looked up): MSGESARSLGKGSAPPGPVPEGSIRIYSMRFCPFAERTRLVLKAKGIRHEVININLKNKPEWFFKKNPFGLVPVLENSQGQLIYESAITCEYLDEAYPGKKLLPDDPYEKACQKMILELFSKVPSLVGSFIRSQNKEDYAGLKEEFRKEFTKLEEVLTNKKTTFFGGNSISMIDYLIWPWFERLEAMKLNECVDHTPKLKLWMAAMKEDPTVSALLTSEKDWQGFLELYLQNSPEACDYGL
Starred values were filed as active, the others as inactive; x = not tested or not shown.

SMILES | PAFAH1B3 inh | PAD4 inh | LYPLA1 counter | PAFAH2 FP inh | pPAFAH FP inh | PAFAH1B2 FP inh | LYPLA2 counter | PME-1 inh | GSTO1 counter
Cc1ccc(S(=O)(=O)N(C)c2ccc(OC(=O)COc3ccccc3)cc2)cc1 | 0 | 0 | x | 4 | 8 | 2 | x | x | x
CCn1c(SCC(=O)c2ccc(Cl)cc2)nnc1C(C)C | 1 | 0 | -4 | -3 | 0 | 5 | 2 | -5 | 4
O=[N+]([O-])c1cccc(/C=N/Nc2ncc(Br)cn2)c1 | 2 | -1 | 3 | 0 | 5 | -2 | 7 | 5 | -1
C=C1C(=O)O[C@H]2C[C@]3(C)C([C@@H](OC(=O)/C(C)=C/C)[C@H]12)[C@](C)(O)CC[C@H]3O (stereo not given in full) | -14 | -5 | -3 | -5 | 4 | -1 | -1 | -7 | 4
COCCNc1cc(C)nc2c3c(C)cc(C)nc3nn12 | 10 | 5 | 2 | -1 | -1 | -3 | 4 | -4 | -2
O=C(c1cccn2c(=O)c3ccccc3nc12)N1CCN(Cc2ccc3c(c2)OCO3)CC1 | 9 | -7 | -1 | -1 | 2 | 4 | 1 | 8 | 5
COc1ccc(N2C(=O)CC(Sc3ncccc3C(=O)O)C2=O)cc1 (stereo not given) | 8 | -7 | -5 | 6 | -5 | -1 | -3 | -3 | 0
C=CCN(c1nc(C)c(Br)c(OC)n1)S(=O)(=O)c1ccc(C)cc1 | 9 | -2 | -2 | 1 | 3 | 11 | 2 | 1 | 1
Cc1c(OCC(=O)NC(Cc2c[nH]c3ccc(O)cc23)C(=O)O)ccc2c3c(c(=O)oc12)CCC3 (stereo not given) | 6 | 3 | 3 | -4 | 7 | 20 | 3 | 4 | 11
O=C(O)c1ccc(COc2c(F)c(F)cc(F)c2F)cc1 | 4 | -3 | -1 | 1 | 0 | 13 | 3 | -5 | 4
NS(=O)(=O)c1ccc(NC=C2C(=O)OC3(CCCCC3)OC2=O)cc1 | -2 | -3 | -1 | -1 | 1 | 2 | 13 | -4 | -11
CC(=O)N(Cc1cccnc1)Cc1cc2ccccc2[nH]c1=O | 2 | 0 | 0 | 5 | 7 | 1 | -1 | -1 | 5
Cc1cc(C)c(NC(=O)CN2C(=O)CC(C)S(=O)(=O)c3ccccc32)c(C)c1 (stereo not given) | 4 | -4 | -5 | 7 | 5 | -1 | -7 | -9 | 3
CCOC(=O)C1CCCN(C(=O)c2cc3nc(-c4cccc(OC)c4)cc(C(F)(F)F)n3n2)C1 (stereo not given) | 3 | 1 | 1 | -6 | 7 | 1 | 13 | 2 | 3
Cc1nn(-c2ccccc2)nc1-c1nnc(-c2ccc(C(F)(F)F)cc2)o1 | 0 | 2 | -2 | 1 | -5 | 6 | -1 | 4 | 10
CCCC(=O)Nc1nc2ccc(S(N)(=O)=O)cc2s1 | -6 | 6 | 3 | 3 | -7 | 2 | 3 | -5 | 8
CC(=O)NC(CC(=O)N(C)Cc1cccc(Cl)c1Cl)c1ccccc1 (stereo not given) | 5 | 1 | 2 | -1 | -2 | 0 | 7 | 0 | -1
CC(=O)N(C(C)=O)S(=O)(=O)c1ccc(N=NN2CCCCC2)cc1 | 7 | 1 | -1 | 2 | 0 | 6 | 12 | -1 | 2
CCN1CCN(C(=O)c2ccc(OC3CCN(CCc4ccccc4)CC3)cc2)[C@@H](C)C1=O | 2 | 2 | 2 | -1 | 1 | 2 | -1 | 0 | 5
COc1ccc(CCNC(=O)CCNC(=O)c2ccco2)cc1 | 10 | 1 | 1 | -2 | 0 | 1 | 0 | -2 | 4

Reformatted: entries from further up.
The line under a structure holds: PAFAH1B3 inh | PAD4 inh | LYPLA1 counter | PAFAH2 FP inh | pPAFAH FP inh | PAFAH1B2 FP inh | LYPLA2 counter | PME-1 inh | GSTO1 counter
O=C(c1cccn2c(=O)c3ccccc3nc12)N1CCN(Cc2ccc3c(c2)OCO3)CC1
  9 | -7 | -1 | -1 | 2 | 4 | 1 | 8 | 5
COc1ccc(N2C(=O)CC(Sc3ncccc3C(=O)O)C2=O)cc1 (stereo not given)
  8 | -7 | -5 | 6 | -5 | -1 | -3 | -3 | 0
C=CCN(c1nc(C)c(Br)c(OC)n1)S(=O)(=O)c1ccc(C)cc1
  9 | -2 | -2 | 1 | 3 | 11 | 2 | 1 | 1
Cc1c(OCC(=O)NC(Cc2c[nH]c3ccc(O)cc23)C(=O)O)ccc2c3c(c(=O)oc12)CCC3 (stereo not given)
  6 | 3 | 3 | -4 | 7 | 20 | 3 | 4 | 11
O=C(O)c1ccc(COc2c(F)c(F)cc(F)c2F)cc1
  4 | -3 | -1 | 1 | 0 | 13 | 3 | -5 | 4
NS(=O)(=O)c1ccc(NC=C2C(=O)OC3(CCCCC3)OC2=O)cc1
  -2 | -3 | -1 | -1 | 1 | 2 | 13 | -4 | -11
CC(=O)N(Cc1cccnc1)Cc1cc2ccccc2[nH]c1=O
  2 | 0 | 0 | 5 | 7 | 1 | -1 | -1 | 5
Cc1cc(C)c(NC(=O)CN2C(=O)CC(C)S(=O)(=O)c3ccccc32)c(C)c1 (stereo not given)
  4 | -4 | -5 | 7 | 5 | -1 | -7 | -9 | 3
CCOC(=O)C1CCCN(C(=O)c2cc3nc(-c4cccc(OC)c4)cc(C(F)(F)F)n3n2)C1 (stereo not given)
  3 | 1 | 1 | -6 | 7 | 1 | 13 | 2 | 3
Cc1nn(-c2ccccc2)nc1-c1nnc(-c2ccc(C(F)(F)F)cc2)o1
  0 | 2 | -2 | 1 | -5 | 6 | -1 | 4 | 10
CCCC(=O)Nc1nc2ccc(S(N)(=O)=O)cc2s1
  -6 | 6 | 3 | 3 | -7 | 2 | 3 | -5 | 8
CC(=O)NC(CC(=O)N(C)Cc1cccc(Cl)c1Cl)c1ccccc1 (stereo not given)
  5 | 1 | 2 | -1 | -2 | 0 | 7 | 0 | -1

Later entries
SMILES | PAFAH1B3 inh | PAD4 inh | LYPLA1 counter | PAFAH2 FP inh | pPAFAH FP inh | PAFAH1B2 FP inh | LYPLA2 counter | PME-1 inh | GSTO1 counter
Cc1ccccc1C(=O)NCC(=O)c1ccccc1 | x | -2 | 5 | x | 0 | x | 5 | -1 | 9
Cc1cc(NC(=O)CSc2nnc(Nc3ccccc3C)s2)no1 | -7 | -2 | -2 | -6 | 1 | -3 | -10 | -7 | 3
CCCCC[C@H]1CN(CCCC)C(=O)[C@@H]1CC(=O)NCc1ccc(OC)cc1 | -3 | 0 | 0 | 8 | 10 | -1 | -1 | 8 | 4
C1=CC2c3ccccc3NC(c3ccncc3)C2C1 (stereo not given) | 8 | -9 | -2 | 6 | 17 | 6 | 9 | 11 | 47*
C/C(N)=C(/C#N)C(=O)COC(=O)CCC1CCCC1 | 4 | 1 | 4 | 2 | 3 | 3 | 8 | -1 | -1
O=S(=O)(Nc1ccc(-c2ccc3nncn3n2)cc1)c1cccc(F)c1 | 10 | -4 | 1 | 3 | 6 | 0 | -6 | 0 | 0
Cn1ccsc1=NC(=O)c1ccc([N+](=O)[O-])o1 | 1 | -12 | 2 | 14 | 8 | -2 | 10 | 1 | 11
O=S(=O)(c1ccc(Cl)c(C(F)(F)F)c1)N1CCN(CC(O)COCC2CCCO2)CC1 (stereo not given) | 9 | -7 | 0 | -4 | -4 | 3 | 0 | -4 | -6
CCn1c(C(=O)NC2CCC(C)CC2)cc2sccc21 (stereo not given) | 4 | -2 | 2 | 8 | 3 | 1 | 4 | -6 | 1
CN(CC(=O)Nc1ccc(OC(F)(F)F)cc1)C(=O)/C=C/c1cc2c(cc1[N+](=O)[O-])OCO2 | 2 | 6 | -2 | -3 | 6 | 5 | -2 | 0 | x
CN1CCN(C(=O)/C(=C\c2cccs2)NC(=O)c2ccccc2)CC1 | -5 | 0 | -1 | 2 | 0 | 0 | 1 | 3 | -2
Cc1nc2cccnc2nc1C | -4 | -1 | 3 | -4 | 2 | 5 | 10 | -3 | -3
O=C1CC(c2cccc(Cl)c2)Cc2nc(N3CCOCC3)ncc21 (stereo not given) | 5 | 3 | -3 | 0 | 6 | 0 | 6 | 5 | -6
CCCCOC(=O)C1=C(C)Nc2ncnn2C1c1ccc(OCC)c(OC)c1 (stereo not given) | 10 | 2 | -1 | 5 | 1 | 5 | 8 | 1 | 6
O=C(CSc1nc2nn(-c3ccccc3)c(=O)c-2c2n1CCCCC2)NCCc1ccccc1 | 8 | 0 | -3 | 6 | 2 | 3 | 5 | -5 | 0
O=C(COc1coc(CN2CCc3ccccc32)cc1=O)N1CCCCC1 | 6 | -12 | 1 | -10 | -3 | 3 | 5 | 3 | 4
CCc1ccccc1NC(=O)Cn1cccc1C1=NC(c2ccccc2)CO1 (stereo not given) | -3 | -3 | -2 | -3 | 0 | -2 | 1 | 0 | -2
Cc1ccc(C(=O)Nc2ccc(C(=O)N/N=C/c3ccc(C)o3)cc2)cc1 | -11 | -3 | -9 | -15 | -11 | -4 | -18 | -21 | -9
CN(C)CCCN(C(=O)c1ccc(N2C(=O)CCC2=O)cc1)c1nc2c(F)cccc2s1 | 6 | -1 | -3 | -9 | -5 | -1 | -10 | -3 | 3
COC(=O)c1sccc1NC(=O)c1cnc2cc(C)nn2c1C | 20 | -6 | -3 | 2 | -10 | -2 | -1 | -3 | -2
O=[N+]([O-])c1ccc(CSc2nnc(-c3cnccn3)o2)cc1 | 5 | 1 | -1 | -7 | 2 | 8 | -4 | 1 | -1
Cc1ccc(-c2nc(COC(=O)C3=NN(c4ccccc4)C(=O)CC3)cs2)cc1 | 7 | 2 | -4 | -6 | 4 | 3 | -3 | 3 | x
CCN(CC(=O)NC1CCS(=O)(=O)C1)c1ccc(S(C)(=O)=O)cc1[N+](=O)[O-] (stereo not given) | 4 | 2 | 0 | 4 | 3 | -3 | 2 | -2 | 14
CCOC(=O)N1CCC(NC(=S)Nc2ccc3nc(N4CCN(C)CC4)cc(C)c3c2)CC1 | 0 | -3 | -1 | -7 | 6 | -4 | 0 | -3 | 4
O=C(O)CCNS(=O)(=O)c1ccccc1Br | 8 | -6 | -1 | 8 | -2 | 3 | 2 | 8 | 2
O=C(NC1CCCCC1)C1CCCN(S(=O)(=O)c2cnc[nH]2)C1 (stereo not given) | 1 | -3 | 3 | 1 | -1 | 0 | 2 | 0 | 7
O=C1N(CN2CCOCC2)c2ccccc2C12OCC(CCl)O2 (stereo not given) | 5 | -8 | 1 | 4 | 2 | 2 | 2 | 0 | -1
Cc1cccc(NC(=S)NNC(=O)CC(C)O)c1C (stereo not given) | 11 | -4 | -3 | 4 | 6 | -1 | 2 | 7 | -9
CCCN(CC(=O)Nc1cc(Cl)ccc1Cl)C(=O)c1ccccn1 | 5 | 1 | x | 4 | -1 | -1 | x | x | x
CC1=C(C)CC(C(=O)NCCc2ccccc2)C(C(=O)O)C1 (stereo not given) | -4 | 2 | 0 | -1 | 3 | 3 | -4 | -2 | 8
CC1=C(c2ccccc2)[N+](=O)C2(CCCC2)N1[O-] | -6 | 0 | -4 | -6 | 0 | 0 | -6 | 3 | 3
CCOc1cc(/C=N\Nc2nc(Nc3ccccc3)nc(N3CCOCC3)n2)ccc1OC(=O)c1ccco1 | -19 | 4 | -21 | -27 | -10 | -12 | -33 | -28 | -8
COc1ccc(OCCSc2nc3ccccc3n2CC(=O)O)cc1 | 10 | -3 | 2 | 4 | 9 | -4 | -3 | -1 | -1

Bioassay records (PubChem)

This is a subset. The share of hits here may be higher or lower than overall.
